Assay outcomes as filed in PubChem.
ARFGAP1 inh – inhibitors of rat ARFGAP1 GAP activity, primary screen, biochemical, fluorescence polarization, GDP tracer; inhibition, % at 16.5 µM; AID 651572, 2012; Arfgap1-stimulated ARF1 GTP hydrolysis, GDP FP detection; hit rate 0.26% among 360,000;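 active means inhibition above a per-plate limit, mean inhibition of low control wells plus 3 SD, cut at about 25% in these data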;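 further: 0% = DMSO wells with enzyme and 100% = wells lacking Arfgap1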
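Material: rat Arfgap1 GAP domain (His6, aa 1-136), purified enzyme. Also added: human ARF1(Δ1-17)-GTP substrate. Compound dosing: 16.5 µM single point, 1.26% DMSO. Timing: enzyme reaction 120 min at 25 °C after 20 min preincubation. Signal: GDP detection by fluorescence polarization. Read-out basis: percent inhibition of GAP-stimulated GDP formation, scaled between DMSO and no-Arfgap1 medians.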
GC-B act – human GC-B receptor activators, primary screen, HEK293 GC-B cells, cGMP TR-FRET, EC30 CNP | 0% at EC30 CNP, 100% saturating CNP | activation, % at 10 µM | hit rate 0.11% among 370,000 | AID 1920062, 2024;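 active means activation at 10 µM reaching about 35% in either raw or pattern-adjusted values, limit read from the data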
GAA850 FXN act – FXN promoter activators, primary screen, cell-based, luciferase luminescence, HEK293 lucGAA850; HEK293 lucGAA850 FXN promoter luciferase reporter, 24 h; percent of 10 µM SAHA response; activation, % at 6 µM; hit rate 0.56% among 360,000;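 active means activation above the average of all compounds screened plus 3 SD, cutoff fixed separately per campaign, cut at about 7.5% in these data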;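 further: 0% = DMSO wells and 100% = 10 µM SAHA wells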
sPLA2-III inh – human group III sPLA2 inhibitors, primary screen, biochemical, QFRET, BODIPY PC-A2 liposome substrate | inhibition, % at 12.2 µM | hit rate 0.56% among 370,000 | QFRET BODIPY PC-A2 liposome hydrolysis, fluorescence | Group 3 secretory phospholipase A2 (Homo sapiens), Q9NZ20 | AID 743126, 2013;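 active means inhibition above mean plus 3 SD of compounds lying within the high and low control bounds, cut at about 19% in these data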;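 further: 0% = median of test compound wells and 100% = no enzyme DMSO wells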
ASAP1 inh – inhibitors of human ASAP1 ArfGAP activity, primary screen, biochemical, fluorescence polarization. ASAP1-stimulated ARF1 GTP hydrolysis, GDP FP detection. inhibition, % at 16.5 µM. Arf-GAP with SH3 domain, ANK repeat and PH domain-containing protein 1 (Homo sapiens), …. AID 624377, 2012. hit rate 0.19% among 360,000; in the data active means inhibition above about 25%;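 further: 0% = vehicle with enzyme and substrate and 100% = no enzyme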
KLK7 zymogen act – proKLK7 zymogen activators, primary screen, biochemical, fluorescence intensity; Kallikrein-7 (Homo sapiens), P49862; purified proKLK7, EDANS-DABCYL substrate fluorescence; 100% is mature enzyme control, 0% vehicle; activation, % at 7 µM; hit rate 0.9% among 370,000;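 active means activation above the mean of all tested compounds plus 3 SD, computed per campaign excluding outliers beyond control limits, cut at about 13% in these data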
rCAG RNA binder – binders of r(CAG) RNA repeats, primary screen, biochemical, fluorescence. hit rate 1.3% among 370,000. inhibition, % at 3 µM. r(CAG) RNA repeat, TO-PRO-1 dye displacement fluorescence;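 active means inhibition above the plate cutoff, the mean of all test compounds on that plate plus 3 SD, cut at about 35% in these data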;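 further: 0% = DMSO alone and 100% = 100 µM mitoxantrone as full dye displacement; higher means more dye released from RNA so lower well fluorescence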
NPR1 activator – GC-A stimulated cGMP production enhancers – HEK293 GC-A cells, cGMP TR-FRET, EC30 ANP, primary screen; Atrial natriuretic peptide receptor 1 (Homo sapiens), P16066; 0% at EC30 ANP, 100% saturating ANP; activation, % at 10 µM; hit rate 0.14% among 370,000; AID 1671463, 2021; in the data active means activation above about 40%
ADAM10 inh – human ADAM10 inhibitors, primary screen, biochemical, QFRET, HTS | recombinant ADAM10, EDANS/DABCYL FRET peptide cleavage, 3 h | inhibition, % at 7 µM | hit rate 0.62% among 370,000;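 active means inhibition above a per-campaign cutoff equal to the mean of compounds falling between control-based bounds plus 3 SD, cut at about 20% in these data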;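 further: 0% = DMSO wells while the 100% control is not disclosed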
Target sequence (O14672 214-748 limits assumed): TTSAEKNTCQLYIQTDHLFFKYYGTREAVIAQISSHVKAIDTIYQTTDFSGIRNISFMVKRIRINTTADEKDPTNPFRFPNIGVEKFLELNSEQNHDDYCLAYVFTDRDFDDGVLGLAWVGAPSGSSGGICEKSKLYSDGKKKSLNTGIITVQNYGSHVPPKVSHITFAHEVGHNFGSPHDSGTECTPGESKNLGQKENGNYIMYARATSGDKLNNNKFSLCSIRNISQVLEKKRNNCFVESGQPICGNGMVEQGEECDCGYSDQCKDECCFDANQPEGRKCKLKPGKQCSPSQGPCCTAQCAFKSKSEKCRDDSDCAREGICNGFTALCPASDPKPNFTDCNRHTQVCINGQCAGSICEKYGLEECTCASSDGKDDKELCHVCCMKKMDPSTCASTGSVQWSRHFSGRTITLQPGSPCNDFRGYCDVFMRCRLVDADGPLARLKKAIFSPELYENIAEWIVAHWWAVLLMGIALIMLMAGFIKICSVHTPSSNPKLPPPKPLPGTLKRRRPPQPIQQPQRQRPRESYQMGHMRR
DDE Tn6 FP inh – inhibitors of Tn6 peptide binding to fibrin DD(E), primary screen, biochemical, fluorescence polarization, human fibrin, Tn6 probe; Fibrinogen beta chain (Homo sapiens), P02675; Fibrin DD(E) TRITC-Tn6 fluorescence polarization displacement; inhibition, % at 8.3 µM; hit rate 0.21% among 370,000;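 active means inhibition above a per-campaign cutoff: mean of compounds within control limits plus 3 SD, cut at about 15% in these data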;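 further: 0% = median of all compound wells on the plate and 100% = blocking peptide control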
Target sequence (P02675 whole entry, looked up): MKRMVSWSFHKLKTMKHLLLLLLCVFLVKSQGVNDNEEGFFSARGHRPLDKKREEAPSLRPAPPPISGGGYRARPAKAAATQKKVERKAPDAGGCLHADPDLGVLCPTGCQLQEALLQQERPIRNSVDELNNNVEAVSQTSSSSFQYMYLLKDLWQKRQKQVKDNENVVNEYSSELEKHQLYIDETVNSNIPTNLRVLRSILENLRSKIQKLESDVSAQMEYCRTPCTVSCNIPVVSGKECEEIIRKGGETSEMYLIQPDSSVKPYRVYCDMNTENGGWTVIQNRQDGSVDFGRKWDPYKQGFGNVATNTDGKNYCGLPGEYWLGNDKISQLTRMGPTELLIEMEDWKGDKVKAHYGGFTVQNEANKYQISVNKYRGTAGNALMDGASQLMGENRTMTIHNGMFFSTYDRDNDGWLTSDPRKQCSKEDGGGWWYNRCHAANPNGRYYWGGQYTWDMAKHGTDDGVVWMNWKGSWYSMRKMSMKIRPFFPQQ
* hit, by the source's call; . = not tested or not shown; & = joins results of further samples.

The line under a structure holds: ARFGAP1 inh | GC-B act | GAA850 FXN act | sPLA2-III inh | ASAP1 inh | KLK7 zymogen act | rCAG RNA binder | NPR1 activator | ADAM10 inh | DDE Tn6 FP inh
1) CC(C)(C)N(Cc1ccccc1)C(=O)COC(=O)CCN1C(=O)C2CC=CCC2C1=O (stereo not given)
    2 | 8 | 1.5 | 3 | -9 | -0.4 | -12 | -1 | 3 | -1
2) CCOC(=O)c1c(S(=O)(=O)NCC(=O)N2CCN(c3ccc(OC)cc3)CC2)c(C)n(C)c1C
    13 | 5 | 1.5 | 1 | 5 | 0.5 | -3 | -1 | 1 | -4
3) CCCCCn1nc(-c2ccccc2)c2nc3ccccc3nc21
    -5 | 4 | 0.7 | 4 | -6 | 0.0 | 3 | 2 | 2 | -3
4) COc1ccccc1N(CC(=O)Nc1ccc2c(c1)OCCO2)S(C)(=O)=O
    0 | 0 | -0.7 | 0 | -8 | 0.2 | -4 | 1 | 0 | -4
5) CN1c2ccccc2C(O)=C(C(=O)Nc2ccccc2)S1(=O)=O
    -3 | 6 | -0.2 | -11 | -6 | 0.1 | 7 | 4 | 1 | -2
6) Cc1ccc(S(=O)(=O)N(C)c2ccc(C(=O)NCCc3ccccc3)cc2)cc1
    0 | 3 | 2.5 | -11 | 3 | 0.5 | -1 | -6 | -4 | 1
7) O=C(NNC(=O)c1ccc(F)cc1)c1ccncc1
    -11 | -2 | 1.6 | 0 | -21 | -0.3 | 0 | 0 | 9 | 0
8) C=CCn1c(SCC(=O)NCC(=O)OCC)nnc1-c1ccccn1
    4 | 2 | -1.3 | 3 | -6 | 0.3 | 3 | 1 | -2 | 3
9) CCOC(=O)C1C(c2ccc([N+](=O)[O-])cc2)C2C(=O)NN=C2CC1(C)O (stereo not given)
    -6 | -7 | 1.1 | -1 | -4 | 0.4 | 2 | 1 | 6 | 1
10) Cc1ccc(NC(=O)COc2ccc3oc4c(c3c2)CCCC4)nc1
    -3 | 1 | -1.2 | 3 | -4 | 0.1 | -1 | 1 | 3 | 2
11) O=C(COC(=O)Cc1c(Cl)cccc1Cl)NCc1ccco1
    5 | 0 | 0.0 | 0 | 0 | 0.3 | 8 | 2 | -8 | 4
12) C=Cc1ccc(C(=O)N2CCCC(CCC(=O)N3CCN(c4ccccn4)CC3)C2)cc1 (stereo not given)
    0 | 5 | -0.6 | -3 | -3 | -0.1 | 0 | -2 | 6 | 10
13) Cn1cnc([N+](=O)[O-])c1Sc1ccc(Br)cc1
    3 | 7 | 1.3 | 3 | 0 | -0.2 | 1 | 3 | -2 | 0
14) O=C1Nc2ccccc2C(=O)N2CCCCC12 (stereo not given)
    -8 | 3 | 0.8 | 5 | -17 | 0.3 | 1 | 4 | -2 | 9
15) O=C(/C=C/c1cccs1)N1CCN(c2ccc(F)cc2)CC1
    5 | -3 | 1.2 | -1 | -10 | 0.4 | -5 | -5 | 9 | -2
16) CCOC(=O)c1ccc(N=c2sc(C(=O)OC)cc(=O)n2CCCN2CCOCC2)cc1
    -14&-3 | 6&2 | 1.1&0.7 | 4&-8 | 4&-5 | 0.5&-0.3 | 2&1 | 14&14 | 0&-6 | 1&7
17) O=S(=O)(/N=C(/c1ccccc1)N1CCOCC1)c1ccc(F)cc1
    8 | 3 | 2.4 | 3 | 1 | 0.4 | -1 | 2 | -5 | -2
18) COc1ccc(CNC(=O)/C(C)=C\C(=O)O)cc1
    -12 | 4 | 1.7 | 1 | 10 | 0.4 | -4 | 1 | -13 | -6
19) Cc1cc(C(=O)NNc2ccccc2F)no1
    14 | 4 | 1.7 | 5 | 14 | -1.0 | 1 | 6 | 0 | 1
20) COC(=O)c1ccccc1NC(=O)C1(S(=O)(=O)c2ccc(Cl)cc2)CC1
    -2 | -7 | 1.2 | -7 | -19 | 0.4 | -4 | -17 | 6 | 12
21) Cn1c(=O)c2c(ncn2CC(COCc2ccccc2)OCc2ccccc2)n(C)c1=O (stereo not given)
    -5 | 2 | 0.4 | 3 | -5 | 0.0 | -6 | 0 | 0 | -2
22) O=C(Nc1ccc(Br)cc1)c1cccn1-c1ncc(C(F)(F)F)cc1Cl
    8 | 0 | -4.4 | -9 | -3 | 0.6 | 6 | 3 | 18 | 0
23) C[C@H](CO)N1C[C@H](C)[C@H](CN(C)C(=O)CCC(F)(F)F)OCc2cnnn2CCCC1=O
    9 | 8 | 2.1 | 17 | 5 | 0.1 | 0 | 3 | -22 | -4
24) COc1ccccc1N(C)S(=O)(=O)c1ccc(C(=O)NC(C)c2ccccc2)cc1 (stereo not given)
    4 | 3 | -0.9 | -1 | 4 | 1.0 | 5 | 4 | 3 | -2
25) O=C(NCc1ccco1)c1ccc(Cn2c(=O)c3ccccc3n(Cc3cccc(Cl)c3)c2=O)cc1
    4 | 3 | 11* | -1 | -2 | -0.4 | 3 | -5 | -11 | -1
26) Cc1ccccc1NC(=O)c1ccco1
    14 | 0 | 0.9 | 1 | -6 | -0.2 | -4 | 6 | -1 | -3
27) CSc1ccccc1NC(=O)CN(c1cccc(C)c1)S(C)(=O)=O
    7 | -7 | -1.3 | -4 | 19 | 0.3 | 0 | -5 | 2 | -2
28) O=C1c2cccc(NCCNCCO)c2C(=O)c2cccc(NCCNCCO)c21
    -4 | -16 | -3.0 | 30* | 11 | -1.1 | 17 | -16 | -16 | 48*
29) CC(Oc1ccc(C(=O)NC2CCCCC2)cc1)C(=O)O (stereo not given)
    16 | 2 | -0.5 | 3 | -5 | 0.2 | 1 | 1 | 7 | -2
30) O=C(N/N=C/c1cc(Br)c(O)c(Br)c1O)c1ccc2c(c1)OCCO2
    -27 | -5 | 0.7 | 19 | 7 | 9.6 | 18 | -11 | -64 | -3
31) Cc1ccc2c(c1)C(=O)CC(c1ccccc1)S2 (stereo not given)
    6 | -6 | 4.8 | 11 | -5 | -5.4 | 1 | -7 | -17 | -2
32) COc1c(O)ccc2cnn(-c3ccccc3C)c(=O)c12
    14 | 7 | -0.6 | 6 | 3 | -0.5 | -1 | 0 | -4 | 5
33) COc1ccc(C(=O)OCC(=O)c2c(N)n(C)c(=O)n(C)c2=O)c(OC)c1OC
    -3 | 3 | 2.5 | 13 | 10 | 0.3 | 0 | 7 | -8 | -1
34) C=CCN1C(=O)C2(OCCCO2)c2cccc(C)c21
    -19 | 3 | -0.3 | -4 | 2 | -0.2 | -1 | -2 | -2 | 12
35) O=C(CSc1ncn[nH]1)NCCC(c1ccccc1)c1ccccc1
    -2 | 3 | -0.6 | -22 | 13 | 0.1 | -4 | -2 | 1 | 0
36) CCc1ccc(CN(C)C(=O)CCc2nnc(COc3ccccc3)o2)cc1
    -4 | 7 | 5.7 | -7 | -4 | -0.1 | -6 | -6 | 8 | 10
37) O=C(NC1CCCC1)C(c1cccnc1)N(C(=O)c1csnn1)C1CC1 (stereo not given)
    1 | 1 | -1.6 | 6 | 12 | -0.5 | 1 | 1 | -2 | -8
38) COC(=O)[C@]12C[C@H](CC(=O)NCc3ccc(C)o3)C(=O)N(Cc3ccco3)C1=C[C@H](C(C)C)O[C@@H]2C1CC1
    . | -6 | . | -16 | . | 0.3 | -2 | -2 | 3 | -13
39) O=C(CCl)NCCN1C(=O)S/C(=C\c2cccnc2)C1=O
    -2 | . | 2.7 | 6 | 3 | -0.6 | 11 | . | -9 | -6
40) Cc1cc2n(c(=O)c1C#N)CCCN2c1cccc(Cl)c1
    -3 | 7 | 1.7 | 4 | 4 | 6.1 | 1 | 1 | -210 | -4
41) C[C@@H]1CCCCO[C@@H](CN(C)C(=O)Nc2ccc3c(c2)OCO3)[C@@H](C)CN([C@H](C)CO)C(=O)c2cc(NC(=O)Nc3ccc(C(F)(F)F)cc3)ccc2O1
    17 | 2 | . | -28 | 1 | 0.3 | 16 | 1 | 21* | -5
42) Cc1nnc(SCC(=O)N(C)CC(=O)Nc2ccccc2Cl)s1
    9 | -1 | 2.2 | 3 | -12 | 0.2 | 1 | -1 | -1 | -3
43) COC(=O)C1=C(C)NC(C)=C(C(=O)OC)C1c1ccc(C)o1
    -8 | 1 | 0.3 | -17 | -3 | 1.6 | -2 | 0 | -14 | -8
44) CN(CC(=O)Nc1ccc2c(c1)OCCO2)S(=O)(=O)c1ccc(F)cc1
    12 | 2 | 4.5 | 3 | -15 | -0.1 | 2 | 5 | 12 | -2
45) CC(=O)Nc1nc2cc(N)ccc2s1
    2 | 2 | 0.0 | 0 | 2 | 0.0 | 6 | -5 | -16 | 3
46) CN(C)CCn1c2c(c(SCC(=O)Nc3ccccc3)nc1=O)CCCC2
    2 | -1 | 0.5 | -1 | -5 | 0.1 | -9 | -2 | -2 | 0
47) O=C(COC(=O)Cc1cccs1)Nc1cc(S(=O)(=O)N2CCOCC2)ccc1Cl
    5 | 3 | -0.6 | -24 | 6 | 0.2 | 4 | 2 | 7 | 2
48) CCCc1cc(=O)[nH]c(SCc2ccccc2Cl)n1
    5 | 2 | 0.4 | -14 | 12 | -0.1 | 2 | 3 | -8 | 6
49) O=C(Nc1ccc2ccccc2n1)Nc1ccccc1F
    -5 | 1 | 3.5 | 8 | -3 | -0.4 | 1 | -1 | -5 | 7
50) CCC(C)Sc1nnc(NS(=O)(=O)Cc2ccccc2)s1 (stereo not given)
    -1 | 2 | 2.5 | -13 | -1 | -0.3 | 24 | 2 | 0 | 2

Following part
The line under a structure holds: ARFGAP1 inh | GC-B act | GAA850 FXN act | sPLA2-III inh | ASAP1 inh | KLK7 zymogen act | rCAG RNA binder | NPR1 activator | ADAM10 inh | DDE Tn6 FP inh
51) CCCC(=O)Nc1nnc(CCN2CCCCC2)s1
    -1 | 3 | -0.4 | -5 | -1 | 0.4 | 0 | 1 | 1 | 3
52) Cc1cc(S(=O)(=O)N2CCN(c3ccccc3C)CC2)ccc1F
    -3 | 6 | -0.5 | -2 | -14 | -0.3 | -7 | 2 | 2 | -4
53) O=C(Nc1cccc(NC(=O)c2ccccc2Cl)c1)c1ccc([N+](=O)[O-])o1
    20 | 5 | 4.2 | -5 | 2 | 0.7 | 5 | 9 | -2 | -5
54) CS(=O)(=O)N(CCc1ccccc1)CC(=O)Nc1ccc(Br)cc1F
    -10 | -8 | 1.2 | -6 | -3 | 0.0 | -3 | 1 | 5 | 0

Shown as a hit in GAA850 FXN act, among the entries above:
nr	SMILES	ARFGAP1 inh	GC-B act	GAA850 FXN act	sPLA2-III inh	ASAP1 inh	KLK7 zymogen act	NPR1 activator	ADAM10 inh	DDE Tn6 FP inh
25	O=C(NCc1ccco1)c1ccc(Cn2c(=O)c3ccccc3n(Cc3cccc(Cl)c3)c2=O)cc1	4	3	11*	-1	-2	-0.4	-5	-11	-1
